TGFb SMAD3 inh = blocks TGF-b signaling | 410,000 tested, 1.2% active | HepG2 CAGA-GFP TGF-b/SMAD3 reporter, GFP fluorescence, 18 h; TGF-beta stimulated, 500 pg/mL final | Potency, µM (highest dose often 46.1 µM), without a hit: top-dose activity, negative = inhibition, most hits filed as inhibitors; further: potency means the concentration at half of the fitted maximal effect; on the % scale 0 is the no-effect control and ±100 the full control effect; nearly all actives have a fitted effect of over 65% in size
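HEPG2 CAGA-GFP, 1000 cells/well; 2 h settle, 37 C; cpd via pin tool; TGF-b 500 pg/mL final; 18 h, 37 C; GFP imaging ex488/em500-530; %Activity normalised to -TGF-b and +DMSO controls; CRC fit, curve class.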
pAkt inh = inhibitors of Akt phosphorylation; activity change, % for hits at 50 µM; 360,000 tested, 0.32% active; Neuro2A IGF-stimulated pAkt S473 HTRF, 20 min; active compounds read low; in the data active means activity change below about -80%; inconclusive means mostly about -51% to -80%; further: on the % scale 0 is the no-effect control and ±100 the full control effect
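Neuro2A cells in DMEM with 0.5% FBS, overnight at 37 deg C, given compound at single 50 µM final, then IGF (6 nM final) for 20 min at 37 deg C. Lysed; phospho-Akt Ser473 by HTRF after 24 h, 665/615 ratio.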
S2 tox = reduces viability in counter-screen for ATXN expression inhibitors; S2 cells (HEK-293 line with an ATXN2-luciferase reporter) viability, CellTiter-Fluor protease fluorescence, 24 h; Potency, µM (doses to about 56.7 µM), actives largely listed as cytotoxic; 400,000 tested, 0.49% active; further: potency means the concentration at half of the fitted maximal effect; nearly all actives have a fitted effect of over 40% in size
Nrf2 ARE act = activates Nrf2 signaling; AREc32 ARE-luciferase reporter (MCF7-derived line), luminescence, 24 h; Potency, µM (titrated, usually from 46.1 µM), for inactives: at the highest dose activation, actives largely listed as activators; 410,000 tested, 0.31% active; further: potency means the concentration at half of the fitted maximal effect; % of control where 0% means no effect; nearly all actives have a fitted effect of over 65% in size
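Steps: seed AREc32_Fluc cells (1000/well, 5% FBS OPTI-MEM); incubate overnight at 37 deg C; add 23 nL compound; incubate 24 hr; add Steady-Glo; hold 30 min RT; read luminescence.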
CCT chaperon mod = cytosolic chaperonin activity modulation; 360,000 tested, 0.3% active; purified chaperonin ATPase assay, HTRF ADP detection, 30 min; AID 651819; activity change, % (no concentration beside the values), hits read low; in the data active means activity change below about -30%; further: on the % scale 0 is the no-effect control and ±100 the full control effect
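TRiC at 40 or 20 nM final (batch-dependent) in 30 mM Tris pH 7.4, 100 mM KCl, 5 mM MgCl2, 1 mM DTT, with compound at single 76 uM and 10 uM ATP, 30 min at 37 deg C. ADP detected by HTRF Transcreener, 665/615 ratio.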
HepG2 viability = HepG2 cytotoxicity, counter-screen for TGF-b inhibitors; HepG2 CAGA-GFP viability, ATP luminescence, 18 h; 410,000 tested, 0.76% active; Potency, µM (titrated, usually from 46.1 µM), for inactives: at the top dose activity change, negative = cytotoxicity, actives largely listed as cytotoxic; further: potency means the concentration at half of the fitted maximal effect; some results filed as inactive show a strong effect at the top dose
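CellTiter-Glo luminescence gave cytotoxicity after 18 hours at 37 degrees C. The cells were HepG2 CAGA-GFP in 1% FBS DMEM, stimulated with 500 pg/mL TGF-beta after compound addition. %Activity was normalised to no-cell wells (complete cell-killing) and DMSO (no toxicity), and curves were fitted and classified.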
Mm-Cpn inhibitor = blocks the Methanococcus maripaludis chaperonin Mm-Cpn; Potency, µM (doses to about 76.9 µM), inactives show top-dose activity, negative = inhibition, hits mostly inhibitors; AID 504842; purified Mm-Cpn ATPase, ADP Transcreener TR-FRET; 330,000 tested, 0.031% active; further: potency means the concentration at half of the fitted maximal effect; on the % scale 0 is the no-effect control and ±100 the full control effect; nearly all actives have a fitted effect of over 80% in size
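Compound-treated chaperonin, 25 nM final, turns over 10 uM ATP at 37°C for 30 min following a 10 min preincubation; ADP generated competes with ADP-d2 for Eu-cryptate antibody, lowering FRET.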
A549 tox = A549 cytotoxicity, counter-screen for Nrf2 inhibitors. AID 504648. 390,000 tested, 0.16% active. Potency, µM (top dose mostly 46 µM), for the others: at the top dose activity change, negative = cytotoxicity, usual class: inhibitors. A549 ARE-Fluc cells, CellTiter-Fluor viability, 18-24 h; further: potency means the concentration at half of the fitted maximal effect; on the % scale 0 is the no-effect control and ±100 the full control effect
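A549 ARE-Fluc cells in 5% FBS OPTI-MEM, 5000 cells/well, rested 2 h then exposed to compounds in concentration-response for 18-24 h at 37 °C. Viability by CellTiter-Fluor fluorescence (Ex 405/Em 525) after 30 min; luciferase luminescence (BugLite, 15 min, RT) read afterwards.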
Nrf2 block = blocks Nrf2 signaling | A549 ARE-Fluc reporter, luciferase luminescence, 18-24 h | Potency, µM (titrated, usually from 46 µM), inactives show top-dose activity change, negative = inhibition, actives largely listed as inhibitors | 360,000 tested, 2.1% active | AID 504444; further: potency means the concentration at half of the fitted maximal effect; on the % scale 0 is the no-effect control and ±100 the full control effect; nearly all actives have a fitted effect of over 60% in size
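Cells were seeded and rested 2 h, then exposed to compounds for 18-24 h. CellTiter-Fluor was read first as a viability measure. BugLite was added 15 min before the final luminescent read of ARE-luciferase activity in A549 cells.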
An asterisk follows results filed as active; i = inactive; ? = inconclusive; nt = no result given; & = joins results of further samples; [ ] = remark or other dose. Unless noted, the call rests on the fitted dose curve; in most records, active means well fitted curve in the direction sought with a large enough effect; inconclusive means small, poorly fitted or top-dose-only effect, or another doubt; inactive means no such curve, though single readings can be large; an effect the other way counts as inactive or inconclusive.

The opening two records, ahead of the listing:
| structure | CCT chaperon mod | Nrf2 ARE act | A549 tox | pAkt inh | Mm-Cpn inhibitor | Nrf2 block | HepG2 viability | TGFb SMAD3 inh | S2 tox |
| --- | --- | --- | --- | --- | --- | --- | --- | --- | --- |
| CCOC(=O)c1c(C)[nH]c(C)c1S(=O)(=O)N(C)CC(=O)Nc1cccc(F)c1 | -2.3 | 0.6% | 1.0% | nt | -0.2% | 5.6% | -16.0% | -11.7% | i |
| Cn1c(=O)c2ncn(CC(=O)NCCOCc3ccccc3Cl)c2n(C)c1=O | -0.8 | 0.3% | 4.6% | i | -0.4% | -14.4% | -0.4% | -9.7% | i |

The listing, from the start:
| structure | CCT chaperon mod | Nrf2 ARE act | A549 tox | pAkt inh | Mm-Cpn inhibitor | Nrf2 block | HepG2 viability | TGFb SMAD3 inh | S2 tox |
| --- | --- | --- | --- | --- | --- | --- | --- | --- | --- |
| CCOC(=O)c1c(C)[nH]c(C)c1S(=O)(=O)N(C)CC(=O)Nc1cccc(F)c1 | -2.3 | 0.6% | 1.0% | nt | -0.2% | 5.6% | -16.0% | -11.7% | i |
| Cn1c(=O)c2ncn(CC(=O)NCCOCc3ccccc3Cl)c2n(C)c1=O | -0.8 | 0.3% | 4.6% | i | -0.4% | -14.4% | -0.4% | -9.7% | i |
| CN(Cc1ccccc1)c1ccc(-c2nc(-c3cccnc3)no2)cc1[N+](=O)[O-] | nt | 0.4% | -4.4% | nt | nt | ? | 7.3% | -25.7% | i |
| CC(=O)Nc1nnc(SCC(=O)N2CCCc3ccccc32)s1 | 0.2 | -1.2% | 0.6% | i | 0.1% | ? | 3.7% | -6.3% | ? |
| COC(=O)C1(C)CCc2c(ccc3ccccc23)C1=O (stereo not drawn) | -10.8 | 0.6% | nt | i | nt | nt | -10.1% | -13.4% | i |
| CC1=C(C(=O)N2CCOCC2)CC(CC(=O)NC2CCCCC2)C(=O)N1Cc1ccc(F)cc1 (stereo not drawn) | -1.7 | -0.1% | nt | i | nt | nt | 4.3% | 0.9% | i |
| NC(=O)CCN1CCN(Cc2cn[nH]c2-c2cccc3ccccc23)CC1 | 1.0 | -0.3% | -10.9% | i | -1.7% | 15.3% | 7.3% | 9.3% | i |
| C/C(CC(=O)NCc1ccc(Cl)cc1)=N\NC(=O)c1ccccc1F | -3.6 | 13.5% | 3.1% | i | 0.2% | ? | -27.9% | -27.6% | i |
| O=C(Nc1ccccc1F)c1cnccn1 | -0.3 | 0.7% | 0.3% | i | -1.5% | 8.5% | 4.8% | -5.8% | i |
| CC1CC(=O)Nc2ccccc2N1S(=O)(=O)c1cccs1 (stereo not drawn) | 3.3 | -0.4% | -0.7% | i | 0.1% | -2.4% | -7.4% | -5.5% | i |
| CN(C(=O)CSc1nnc(-c2ccccc2F)n1N)C1CCCCC1 | -0.8 | 0.2% | -3.6% | i | -0.4% | -0.7% | 0.9% | -13.4% | ? |
| Cc1c(C(=O)OCC(=O)N2CCCCC2C)oc2ccccc12 (stereo not drawn) | -2.4 | 3.4% | -0.1% | i | 1.0% | ? | 0.8% | 4.1% | i |

Reformatted: 4 of the compounds above.
SMILES: Cn1c(=O)c2ncn(CC(=O)NCCOCc3ccccc3Cl)c2n(C)c1=O
  CCT chaperon mod = -0.8
  Nrf2 ARE act = 0.3%
  A549 tox = 4.6%
  pAkt inh = i
  Mm-Cpn inhibitor = -0.4%
  Nrf2 block = -14.4%
  HepG2 viability = -0.4%
  TGFb SMAD3 inh = -9.7%
  S2 tox = i

SMILES: CN(Cc1ccccc1)c1ccc(-c2nc(-c3cccnc3)no2)cc1[N+](=O)[O-]
  CCT chaperon mod = nt
  Nrf2 ARE act = 0.4%
  A549 tox = -4.4%
  pAkt inh = nt
  Mm-Cpn inhibitor = nt
  Nrf2 block = ?
  HepG2 viability = 7.3%
  TGFb SMAD3 inh = -25.7%
  S2 tox = i

SMILES: CC(=O)Nc1nnc(SCC(=O)N2CCCc3ccccc32)s1
  CCT chaperon mod = 0.2
  Nrf2 ARE act = -1.2%
  A549 tox = 0.6%
  pAkt inh = i
  Mm-Cpn inhibitor = 0.1%
  Nrf2 block = ?
  HepG2 viability = 3.7%
  TGFb SMAD3 inh = -6.3%
  S2 tox = ?

SMILES: COC(=O)C1(C)CCc2c(ccc3ccccc23)C1=O (stereo not drawn)
  CCT chaperon mod = -10.8
  Nrf2 ARE act = 0.6%
  A549 tox = nt
  pAkt inh = i
  Mm-Cpn inhibitor = nt
  Nrf2 block = nt
  HepG2 viability = -10.1%
  TGFb SMAD3 inh = -13.4%
  S2 tox = i

Further results follow.
| structure | CCT chaperon mod | Nrf2 ARE act | A549 tox | pAkt inh | Mm-Cpn inhibitor | Nrf2 block | HepG2 viability | TGFb SMAD3 inh | S2 tox |
| --- | --- | --- | --- | --- | --- | --- | --- | --- | --- |
| O=C(c1ccc(Cl)s1)N(Cc1nnc(-c2ccccc2Cl)o1)C1CC1 | -2.0 | 0.3% | -1.5% | i | 0.7% | 3.5% | -22.1% | -7.9% | i |
| Cc1ccc(S(=O)(=O)NCC(=O)NCC(=O)N(C)Cc2ccc3ccccc3c2)cc1C | -4.5 | 0.2% | -6.3% | i | -0.9% | ? | -42.1% | ? | i |
| CC(C)(C)C1C/C(=C/c2ccccn2)C(=O)/C(=C/c2ccccn2)C1 (stereo not drawn) | -1.3 | ? | 5.8µM* | i | -1.7% | 5.8µM* | -24.0% | 0.891µM* | 1.78µM* |
| COCCN(C(=O)c1cccc(-n2cnnn2)c1)c1c(N)n(CC(C)C)c(=O)[nH]c1=O | -1.8 | -0.4% | -8.3% | i | -0.1% | 9.4% | 4.4% | 0.0% | i |
| Cc1cc(C)cc(NC(=S)NCCc2c[nH]c3ccccc23)c1 | -1.6 | 0.4% | -14.5% | i | -0.6% | ? | -90.7% | -25.4% | i |
| CN(C)c1ccc(C2N(C)C(=O)c3ccccc3N2C)cc1 (stereo not drawn) | -0.3 | -0.8% | -0.2% | i | -1.3% | -2.9% | 1.7% | -2.1% | i |
| Cc1nc2ccccc2c(=O)n1NC(=O)c1cccc([N+](=O)[O-])c1 | -2.8 | 0.2% | 7.2% | i | 0.5% | -4.3% | 2.4% | 11.5% | i |
| NCc1ccc(S(N)(=O)=O)cc1 | 0.5&0.3 | -0.1%&-0.8% | -9.7%&-0.7% | i | 0.1%&0.6% | -13.6% | 10.4%&-1.8% | 29.4%&-1.1% | i |
| O=C(NCC1COc2ccccc2O1)C1(c2ccccc2)CCCC1 (stereo not drawn) | 1.3 | 3.0% | 5.6% | i | -4.7% | -1.8% | -18.4% | -16.2% | i |
| CCc1cc2c(=O)c(-c3nc4ccccc4n3C)c(C)oc2c(CN2CCN(CCO)CC2)c1O | 2.8 | 0.3% | -1.1% | i | -2.0% | ? | -9.4% | -12.1% | i |
| CCCCn1nc2cc(C(=O)NC3CCCc4ccccc43)ccc2c1OCC (stereo not drawn) | -3.1 | 0.4% | -0.6% | i | -2.0% | -11.6% | -5.6% | -15.9% | i |
| Cc1nn(-c2ccc(N3CCCCC3)nn2)c(C)c1CCC(=O)Nc1cc(F)ccc1F | -1.6 | -0.4% | -1.6% | i | -3.0% | 4.7% | -19.9% | -3.8% | i |
| O=C(NCc1ccc(F)cc1)C(c1ccccc1)N(C(=O)c1csnn1)C1CC1 (stereo not drawn) | 2.3 | -0.5% | -2.4% | i | -4.1% | -12.0% | -9.4% | -3.6% | i |
| CCOC(=O)c1cc2c(=O)n3ccccc3nc2n(Cc2ccco2)c1=NC(=O)c1ccc(Br)cc1 | nt | 18.0% | ? | nt | nt | 9.1%[9.27 µM] | -14.9% | ? | nt |
| Cc1ccc(F)cc1C(=O)N1CCC1(C)C(=O)O (stereo not drawn) | 1.1 | 0.2%[9.22 µM] | nt | i | nt | nt | 1.1% | -1.5% | i |
| Cn1c(=O)c2[nH]c(CCCCCCCc3nc4ccccc4[nH]3)nc2n(C)c1=O | -1.8 | 10.5% | ? | i | nt | 16.4µM* | -28.0% | -27.5% | i |

Source: PubChem BioAssay (National Center for Advancing Translational Sciences (NCATS))
